Assay outcomes deposited in PubChem BioAssay by Johns Hopkins Ion Channel Center.
CHT block: inhibitors of human choline transporter CHT | CHT-expressing cells, membrane potential dye, choline response; active compounds read low | High affinity choline transporter 1 (Homo sapiens), Q9GZV3 | actives 0.86% (n = 310,000) | B-score at 10 µM;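 active = B-score over 3 SD under the library average, and starting fluorescence ratio not unusually high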;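 note: choline stimulus applied at its EC90 after an EC20 pre-addition; B-score computed on integrated fluorescence ratio after choline addition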
Target sequence (Q9GZV3 whole entry, looked up): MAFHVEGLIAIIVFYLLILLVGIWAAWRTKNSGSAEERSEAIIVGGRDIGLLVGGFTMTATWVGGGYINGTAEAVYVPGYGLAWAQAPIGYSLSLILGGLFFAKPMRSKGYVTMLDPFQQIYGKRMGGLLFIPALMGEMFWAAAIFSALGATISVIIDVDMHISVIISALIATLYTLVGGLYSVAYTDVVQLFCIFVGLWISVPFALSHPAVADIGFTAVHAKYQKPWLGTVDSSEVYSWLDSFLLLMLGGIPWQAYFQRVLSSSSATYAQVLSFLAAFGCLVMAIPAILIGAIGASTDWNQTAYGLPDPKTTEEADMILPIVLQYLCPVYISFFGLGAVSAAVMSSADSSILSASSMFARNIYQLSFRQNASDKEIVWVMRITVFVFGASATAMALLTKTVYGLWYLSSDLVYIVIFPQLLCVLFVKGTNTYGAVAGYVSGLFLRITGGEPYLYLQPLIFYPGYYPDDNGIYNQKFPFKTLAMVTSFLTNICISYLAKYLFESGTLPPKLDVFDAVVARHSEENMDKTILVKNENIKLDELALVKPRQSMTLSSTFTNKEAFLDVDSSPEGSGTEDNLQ
Kir21 inh: inhibitors of mouse Kir2.1 inward-rectifier potassium channel | Inward rectifier potassium channel 2 (Mus musculus), P35561 | HEK293-Kir2.1, FluxOR thallium flux fluorescence; active compounds read low | B-score at 10 µM | actives 0.85% (n = 310,000) | AID 1672, 2009;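 active = fluorescence ratio B-score at or below minus 3 SD of library scores, with starting-brightness B-score within 2 SD, cut at about -4.2 in these data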;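 note: channel flux triggered by added potassium and thallium sulfate stimulus; B-score of peak minus minimum fluorescence over baseline after thallium stimulus; more negative B-score means stronger Kir2.1 block with less thallium influx; some compounds called inactive have numbers as strong as hits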
Target sequence (P35561 whole entry, looked up): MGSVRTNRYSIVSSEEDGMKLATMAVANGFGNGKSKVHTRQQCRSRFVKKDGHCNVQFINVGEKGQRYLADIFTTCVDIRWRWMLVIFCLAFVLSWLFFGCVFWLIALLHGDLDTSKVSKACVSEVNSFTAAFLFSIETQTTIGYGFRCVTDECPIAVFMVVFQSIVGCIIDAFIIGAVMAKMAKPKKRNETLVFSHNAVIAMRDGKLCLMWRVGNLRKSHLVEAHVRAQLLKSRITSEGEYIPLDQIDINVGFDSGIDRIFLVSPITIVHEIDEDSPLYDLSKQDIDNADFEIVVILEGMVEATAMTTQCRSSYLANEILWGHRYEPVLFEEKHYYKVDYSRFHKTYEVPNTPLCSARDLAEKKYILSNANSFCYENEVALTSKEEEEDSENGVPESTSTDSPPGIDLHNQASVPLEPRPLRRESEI
Active calls of the source: *; i = inactive; . = no result given.

SMILES	CHT block	Kir21 inh
CCOC(=O)c1[nH]c2ccccc2c1NC(=O)C(C)(C)C	i	-0.25
COc1ccc(C)cc1S(=O)(=O)N(C)CC(=O)N1CCN(c2ccccc2)CC1	i	0.02
COc1ccc(N2C(=O)NC(NC(=O)c3ccncc3)(C(F)(F)F)C2=O)cc1 (stereo not given)	i	-0.3
O=C(Nc1ccc(Oc2ccc(C(F)(F)F)cn2)c(Cl)c1)C1CC1	i	1
Nc1ccccc1C(=O)NCCCN1CCN(c2cccc(Cl)c2)CC1	i	0
CSc1nnc(NC(=O)CCc2ccccc2)s1	i	0.22
CN1CCN(C(=O)CCN2C(=O)/C(=C/c3ccc(F)cc3)SC2=S)CC1	i	0.9
Cc1nn(C)c(C(=O)N2CCN(C(=O)c3ccco3)CC2)c1Br	i	0.02
Cc1cccc(OCC(=O)NC(C)C(=O)N/N=C/c2c(OCc3ccccc3)ccc3ccccc23)c1 (stereo not given)	i	-0.21
Cc1nn(C(C)C)c(C)c1CN1CCN(Cc2ccsc2)C(CCO)C1 (stereo not given)	i	-0.22
COc1cc(CNC(=O)CCCC/C=C\C(C)C)ccc1O	i	0.27
O=C(CSc1nnc(-c2cc3ccccc3cc2O)n1Cc1ccco1)N1CCc2ccccc2C1	i	0.53
C=CCNC(=O)C1CC(=O)N(c2ccc(OCC(=O)Nc3ccc(C)cc3)cc2)C1 (stereo not given)	i	-0.75
COc1ccc(-c2cn3c(C)c(C(=O)N4CCN(c5ccc(F)cc5)CC4)sc3n2)cc1	i	-0.7
CC(=O)N1CCc2cc(S(=O)(=O)N3CCCCCC3)ccc21	i	0
O=C1CC(c2ccc(F)cc2)Sc2nc(-c3ccccc3)c(-c3ccccc3)n21 (stereo not given)	i	0.12
CCC(C)(C)NC(=O)C(c1ccc(OC)cc1)N(C(=O)CCC(=O)Nc1cc(C)on1)C1CC1 (stereo not given)	i	-2
CC(C)CCNC(=O)C(=O)Nc1ccccc1	i	-0.01
COc1ccc(C(CCN2CCCCC2)c2c(OC)cc(OC)c3c(-c4ccccc4)cc(=O)oc23)cc1 (stereo not given)	-7.1*	-2.1
Cc1sc(NC(=O)c2ccc(Br)s2)c(C(N)=O)c1C	i	0.66
CSc1ccccc1NC(=O)c1cnc2n(c1=O)CCS2	i	0.86
NS(=O)(=O)c1ccc(NC(=O)c2ccc(S(=O)(=O)N3CCOCC3)o2)cc1	i	0.03
CCCCCc1ccc(OCCOCCn2c[n+](C)c3ccccc32)c(CCCCC)c1	.	-15
O=C(Nc1cccc(-c2ccc(F)cc2)c1)C1CCCN(Cc2cccnc2)C1 (stereo not given)	i	-0.35
Cc1cccc(CC(=O)Nc2ccc(C(=O)N3CCCCC3)cc2)c1	i	-0.66
CCCCS/C(N)=N/N=C/c1cc(C)ccc1O	i	0.88
CC(C)Nc1nc(NC(C)C)nc(N(C)C(N)=O)n1	i	-0.27
CCCCc1cc(=O)oc2cc(C)cc(OCC(=O)NC(Cc3ccc(Cl)cc3)C(=O)O)c12 (stereo not given)	i	-0.48
CCC(=O)NC(=S)Nc1ccc(-c2nc3ccc(C)cc3s2)cc1	i	-1.2
COC(=O)C1=C(C)N(C)C(=O)NC1c1cc2c(cc1[N+](=O)[O-])OCO2 (stereo not given)	i	-0.65
COc1ccc(CNC(=O)C2CSC(=O)C2)cc1 (stereo not given)	i	0.26
O=C(NCc1ccc[n+](CCCCS(=O)(=O)[O-])c1)c1ccc(OC(F)F)cc1	i	-0.01
CCCCCC(=O)NC(NC(=S)Nc1ccc(S(N)(=O)=O)cc1)C(Cl)(Cl)Cl (stereo not given)	i	2
O=C(CSc1nnc(-c2ccccc2)o1)NC1CCCCC1	i	-0.28
COc1ccc(/C=C2\SC(=O)N(CC(=O)Nc3ccccc3O)C2=O)cc1OC	i	-0.09
CCOC(=O)Cc1nnc(NC(=O)CSc2ccc(C)cc2)s1	i	-0.14
COC(=O)C1CN(C(=O)COc2ccc(Cl)c(C)c2)c2ccccc2O1 (stereo not given)	i	-1.2
COc1ccc(N2CCN(C(=O)c3cc(=O)c4ccc(C)cc4o3)CC2)cc1	i	0.38
COc1c(OC)c2[nH]c(=O)cc3c4ccccc4n(c1=O)c23	i	0.99
COC(=O)c1ccc(-c2ccco2)n1Cc1cccc(C)c1	i	0.04
Cc1ccc(NC(=O)Cn2c(-c3ccc(F)cc3)cnc2SCC(=O)Nc2c(C)cccc2C)cc1	i	-1.4
CC(=O)c1n[nH]nc1NC(=O)c1ccccc1	i	-0.21
CN(CC1CCCCO1)C(=O)c1cc(COc2ccc(F)cc2Cl)on1 (stereo not given)	i	-1.3
Cc1ccc(NC(=O)c2cc3ccccc3o2)cc1	i	1.5
Cc1ccc(CNC(=O)C2CC(c3ccc(C(F)(F)F)cc3)=NO2)o1 (stereo not given)	i	0.84
O=C(O)c1ccc2c(c1Sc1ccccc1)C(=O)c1ccccc1C2=O	i	-0.18
Cc1ccc(NC(=O)CN(C)C(=O)CSc2ncc(C(F)(F)F)cc2Cl)cc1	i	0.96
c1ccc(C2c3c(ccc4ccccc34)Oc3ncn4nc(-c5ccco5)nc4c32)cc1 (stereo not given)	i	-0.17

Some of the entries so far, in markdown.
| SMILES | CHT block | Kir21 inh |
| --- | --- | --- |
| O=C(CSc1nnc(-c2ccccc2)o1)NC1CCCCC1 | i | -0.28 |
| COc1ccc(/C=C2\SC(=O)N(CC(=O)Nc3ccccc3O)C2=O)cc1OC | i | -0.09 |
| CCOC(=O)Cc1nnc(NC(=O)CSc2ccc(C)cc2)s1 | i | -0.14 |

Carrying on:
SMILES	CHT block	Kir21 inh
COCCn1c(SCC(=O)NCc2ccco2)nc2cccnc21	i	-0.09
O=C(CN(Cc1ccco1)C(=O)CCC(=O)Nc1ccccn1)NCCc1ccccc1	i	-0.28
COc1cc(O)c(C(CC(=O)N2CCCCC2)c2ccc3c(c2)OCO3)c(OC)c1 (stereo not given)	i	-1.1
Cc1cccc(NC(=O)/C(C#N)=C\c2cc(C)n(-c3ccc(C(=O)O)cc3)c2C)c1	i	-0.23
CNc1nc(SCc2ccc(C)cc2)nc2c1CCCC2	i	1.5
COc1cccc(N2CCN(S(=O)(=O)c3cc4c(cc3C)N(C)CCO4)CC2)c1	i	0.85
CCN(CC)c1ccc(/C=N/N2CCN(Cc3ccccc3Cl)CC2)cc1	i	-0.71
Nc1cc(=O)[nH]c(SCC(=O)NC2CCCc3ccccc32)n1 (stereo not given)	i	-1.2
O=C(NCCS(=O)(=O)N1CCN(c2cccc(Cl)c2)CC1)c1ccco1	i	1.2
Nc1nnc(SCC(=O)Nc2cccc(S(=O)(=O)N3CCOCC3)c2)s1	i	3
CC(NC(=O)Cc1ccc([N+](=O)[O-])cc1)c1ccc2c(c1)OCO2 (stereo not given)	i	-1.4
OCCc1c[nH]c2ccc(C(F)(F)F)cc12	i	2

Rewritten with bars between the fields: part of the list above
smiles | CHT block | Kir21 inh
COc1cc(O)c(C(CC(=O)N2CCCCC2)c2ccc3c(c2)OCO3)c(OC)c1 (stereo not given) | i | -1.1
COCCn1c(SCC(=O)NCc2ccco2)nc2cccnc21 | i | -0.09
COc1cccc(N2CCN(S(=O)(=O)c3cc4c(cc3C)N(C)CCO4)CC2)c1 | i | 0.85
Nc1nnc(SCC(=O)Nc2cccc(S(=O)(=O)N3CCOCC3)c2)s1 | i | 3

Printed as active in CHT block, of those listed so far:
SMILES	CHT block	Kir21 inh
COc1ccc(C(CCN2CCCCC2)c2c(OC)cc(OC)c3c(-c4ccccc4)cc(=O)oc23)cc1 (stereo not given)	-7.1*	-2.1

(further entries)
SMILES	CHT block	Kir21 inh
OCCc1ccc(O)cc1	i	.
C=CCNc1nc2c(c(=O)[nH]c(=O)n2C)n1CCOc1ccccc1	i	1.6
O=C1CSC(c2ccc(F)cc2)N1c1c(F)cccc1F (stereo not given)	i	0.02
O=C(CSCc1c(F)cccc1Cl)Nc1cccnc1	i	-0.48
O=C(Nc1ccc(O)cc1)c1ccc2c(c1)C(=O)N(Cc1cccnc1)C2=O	i	0.13
COc1ccc(Br)cc1CN(C)C(=O)CNC(=O)c1ccc2ccccc2c1	i	-1.1
CN(Cc1ccccc1)C(=O)c1[nH]cnc1C(=O)NCC(=O)OC(C)(C)C	i	-0.26
Cn1c(-c2nnn(-c3ccc(F)cc3)n2)cc2ccccc21	i	2
COc1ccc(S(C)(=O)=O)cc1S(C)(=O)=O	i	1.4
CCCCNC(=O)CCn1c(=O)c2ccccc2n(CC(=O)NCCc2ccc(OC)c(OC)c2)c1=O	i	2.8
O=C(O)c1[nH]c2ccccc2c1C(c1cc(Cl)cc([N+](=O)[O-])c1O)c1c(C(=O)O)[nH]c2ccccc12	i	0.61
COc1ccc(CNC(=O)[C@@H]2CC=C[C@@H]3CCN(C4CCCCC4)C(=O)[C@@H]32)cc1	i	-0.29
O=C(NC1CCCC1)c1cc(-c2ccccc2O)on1	i	0.02
O=C(C[n+]1ccc(-c2nnc3n2CCC3)cc1)c1ccc(Cl)c(Cl)c1	i	-0.08
Cc1ccc(-n2nnnc2-c2cnn(-c3ccc(F)cc3)c2C(F)(F)F)cc1	i	-4
CCN1CCN=C1Nc1ccccc1	i	.
CCOc1ccccc1N(CC(=O)Nc1ccc(C)cc1)S(C)(=O)=O	i	1.1
COc1ccc(N=C(N)N=C(N)N)c(OC)c1	i	-0.74
O=P(c1ccccc1)(c1ccccc1)c1nc(-c2ccc(Cl)cc2)oc1N1CCOCC1	i	0.12
COc1ccc(NC(=O)C2CCN(S(=O)(=O)c3c(C)noc3C)CC2)cc1	i	-1.4
O=C(CS(=O)c1ccc(C(F)(F)F)cc1[N+](=O)[O-])Oc1ccccc1 (stereo not given)	-5*	-0.77
Cc1cc(NC(=O)CSc2nccn2C)no1	i	0.96
C(=N\Nc1nc(N2CCCC2)nc(N2CCCC2)n1)/c1ccccc1OCc1ccccc1	i	-0.27
CCc1nc(SCCO)c2oc3ccccc3c2n1	i	.

Some of these compounds in order of the Kir21 inh value, falling.
SMILES	CHT block	Kir21 inh
O=C(O)c1ccc2c(c1Sc1ccccc1)C(=O)c1ccccc1C2=O	i	-0.18
CC(NC(=O)Cc1ccc([N+](=O)[O-])cc1)c1ccc2c(c1)OCO2 (stereo not given)	i	-1.4
CCC(C)(C)NC(=O)C(c1ccc(OC)cc1)N(C(=O)CCC(=O)Nc1cc(C)on1)C1CC1 (stereo not given)	i	-2

Remaining list, next part
SMILES	CHT block	Kir21 inh
O=C(c1nc2ccccn2c1CNCCOc1cccnc1)N1CCOCC1	i	1.6
O=C(NC1CCCCC1)N(Cc1nc2ccccc2c(=O)[nH]1)C1CCCC1	i	1.5
COc1ccc(C(=O)OCC[N+]2(C)CCCCC2)cc1	i	1.7
COc1ccc(CC(=O)Nc2ccc3nc(SC)sc3c2)cc1OC	i	-3.5
CC1CCN(Cc2cc(=O)oc3cc(O)c(Cl)cc23)CC1	i	-0.62
C=CCn1cc(CN2CCC(C(=O)Nc3cccc(-c4cccc(Cl)c4)c3)CC2)c(C)n1	i	-3.8
CC1CCN(S(=O)(=O)c2nnc(NC(=O)COc3ccccc3)s2)CC1	i	-0.9
COc1ccc(CC2(C)OC(c3ccccc3)=NN2C(C)=O)cc1 (stereo not given)	i	-6.3*
CC1CCc2c(sc3ncnc(NS(=O)(=O)c4cccs4)c23)C1 (stereo not given)	i	1.7
CCNc1nc(Oc2ccc(C(=O)OC)cc2)nc(N(C)C)n1	i	0.72
CCCCN(C)CCN1C(=O)C2C(C(=O)Nc3ccc(OC)cc3)C3C=CC2(O3)C1C(=O)NC1CCCCC1 (stereo not given)	i	-1.5
CCOc1ccc(NS(=O)(=O)c2ccc(C(=O)N(C)CC(=O)Nc3ccc(OC)cc3)cc2)cc1	i	1.8
CCCC(=O)Nc1ccc(C(=O)N/N=C/c2ccc([N+](=O)[O-])o2)cc1	i	1.5
O=C(c1ccc(Cn2cc(Br)cn2)o1)n1cccn1	i	-1.1
CC1CCCCC1NC(=O)COn1nnc2ccc(Cl)cc21 (stereo not given)	i	0.17
CCOC(=O)c1cc2c(nc1N)CC(C)(CC)OC2 (stereo not given)	i	1.9
N=c1c2c(-c3ccccc3)c(-c3ccccc3)oc2ncn1CCN1CCOCC1	i	-2.3
COc1ccc(C(=O)NC(=S)NC2CCSC2=O)cc1 (stereo not given)	i	-1.1
CC(=O)N(CC1CCCO1)C1(C(=O)NC2CCCC2)CCCCC1 (stereo not given)	i	0.09
Cc1cc(C(=O)COC(=O)c2ccc(N)cc2)c(C)n1-c1c(C)n(C)n(-c2ccccc2)c1=O	i	-0.07
CC(C)(C)c1ccc(OCC(=O)N(Cc2cccs2)C2CCS(=O)(=O)C2)cc1 (stereo not given)	i	1.2
C/C(NCc1cccnc1)=C(\C#N)C(=O)NCc1ccccc1	i	3.2
O=C(N/N=C/c1ccccc1Cl)c1nc2ccc([N+](=O)[O-])cc2c(=O)[nH]1	i	0.43
CCN(CC)C(=O)CSc1nc2c(sc(=S)n2Cc2ccco2)c(=O)n1-c1ccccc1	i	-0.87
C=C(C)c1cccc(C(C)(C)NC(=O)NC2CC(C)(C)NC(C)(C)C2)c1	i	0.41
CCOC(=O)c1c(NC(=O)CSc2nnc(C)c(=O)[nH]2)sc(C)c1C	i	0.01
O=C(Nc1ccc(C(=O)N2CCOCC2)cc1)c1cccc(Br)c1	i	-2
Cc1ccc(CNC(=O)C(=O)NCCC2CCCCN2S(=O)(=O)c2cccs2)cc1 (stereo not given)	i	-1.1
Cc1ccc(-c2nc(N3CCN(C)CC3)c3ccccc3n2)cc1	i	0.67
CCC(C(=O)OCCN(CC)CC)c1ccccc1 (stereo not given)	i	0.4
CCOC(=O)c1c(S(=O)(=O)Nc2ccc(C)c(F)c2)c(C)n(C)c1C	i	0.38
O=C(O)c1ccc(Nc2nc3ccccc3nc2NS(=O)(=O)c2cccs2)cc1	i	0.04
Cc1nc(C(=O)NCc2ccccc2)sc1C1(C)CC(c2cccc([N+](=O)[O-])c2)=NO1 (stereo not given)	i	-0.91
C=CCSc1nc(=O)n2ccc(C)cc2n1	i	0.77
